Gli-Sufu antag = blocks Gli-Sufu signaling in a luciferase reporter. 0.74% of 340,000 active. AID 588413. inhibition, % at 5 µM. Sufu-KO-LIGHT fibroblasts, Gli luciferase reporter luminescence;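 active means inhibition above about 55%, limit read from the data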;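 further: 0% = DMSO-treated cells and 100% = wells with medium but no cells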
Apaf-1 inh = human Apaf-1 inhibition. O14727. reconstituted apoptosome caspase-3 activity, DEVD-Rh110 fluorescence. inhibition, % at 20 µM. 0.71% of 330,000 active; active means inhibition of at least 40% at 20 µM;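 further: plate controls were DMSO wells for no effect and DEVD-CHO caspase inhibitor wells for full effect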
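detection = Rh110 fluorescence intensity | test system = biochemical Apaf-1 apoptosome reconstitution | also added = cytochrome c and DEVD-Rh110 substrate | schedule = 30 min plus 50 min, RT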
Jurkat NFkB inh = inhibitors of the PMA/ionomycin-induced NF-kB reporter in Jurkat cells; PMA/ionomycin-induced NF-kB luciferase reporter, luminescence; inhibition, % at 4 µM; 0.53% of 330,000 active; AID 435003
UBC13 polyUb = blocks human UBC13 polyubiquitin chain formation; inhibition, % at 20 µM; TR-FRET; P61088; 0.47% of 330,000 active; in the data active means inhibition above about 45%, passing the limit was not always enough
Target sequence (P61088 whole entry, looked up): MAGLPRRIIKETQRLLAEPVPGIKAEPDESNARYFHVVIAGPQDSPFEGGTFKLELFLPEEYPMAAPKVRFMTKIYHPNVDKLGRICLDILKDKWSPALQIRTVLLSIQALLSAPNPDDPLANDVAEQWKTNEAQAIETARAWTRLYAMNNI
SENP7 block = inhibitors of human SENP7 protease. AID 434973. inhibition, % at 5 µM. 1.5% of 330,000 active. recombinant SENP7, Z-RLRGG-aminoluciferin luminescence, 40 min;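 active means inhibition above about 50% at the single test dose, limit read from the data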;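 further: plate controls were DMSO with enzyme for no effect and no enzyme buffer wells for full effect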
Target sequence (Q9BQF6 706-1050 limits assumed): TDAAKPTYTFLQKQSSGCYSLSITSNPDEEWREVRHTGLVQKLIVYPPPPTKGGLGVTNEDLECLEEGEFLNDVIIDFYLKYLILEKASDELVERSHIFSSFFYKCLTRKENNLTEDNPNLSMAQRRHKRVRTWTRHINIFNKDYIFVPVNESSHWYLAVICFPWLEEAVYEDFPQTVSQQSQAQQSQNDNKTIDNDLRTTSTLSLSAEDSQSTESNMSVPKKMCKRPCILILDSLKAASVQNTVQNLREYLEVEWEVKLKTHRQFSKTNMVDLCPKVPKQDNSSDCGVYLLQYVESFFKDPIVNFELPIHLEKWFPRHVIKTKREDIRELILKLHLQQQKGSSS
HKDC1 inhibitor = inhibitors of human hexokinase HKDC1. 0.16% of 340,000 active. AID 493160. inhibition, % at 20 µM. recombinant HKDC1, G6PDH/diaphorase resazurin coupled fluorescence;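 active means inhibition above about 35% when tested at 20 µM, limit read from the data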;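 further: plate controls were DMSO wells with enzyme for no effect and DMSO wells lacking enzyme for full effect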
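Test system: recombinant HKDC1 (HK5) hexokinase enzyme, produced in-house / Doses: 20 µM test compound, 1% DMSO / Timing: 90 min, room temperature / Detection: G6PDH/diaphorase-coupled fluorescence, 1 mM NADP, 100 µM resazurin, 525/613 nm / Control set: DMSO wells with and without enzyme mix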
SENP8 block = inhibitors of human SENP8 protease | Q96LD8 | purified SENP8, Z-RLRGG-aminoluciferin cleavage, luminescence | inhibition, % at 10 µM | 1.2% of 330,000 active | AID 2540
Target sequence (Q96LD8 whole entry, looked up): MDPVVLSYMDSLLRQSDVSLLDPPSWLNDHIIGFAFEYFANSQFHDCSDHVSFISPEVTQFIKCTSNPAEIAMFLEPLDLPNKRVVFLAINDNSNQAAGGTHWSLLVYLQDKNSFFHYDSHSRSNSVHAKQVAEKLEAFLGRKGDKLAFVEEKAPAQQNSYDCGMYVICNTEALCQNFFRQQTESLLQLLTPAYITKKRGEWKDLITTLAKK
697 NFkB inh = lowers PMA/ionomycin-induced NF-kB signal in 697 B cells. 697 B-cell NF-kB luciferase reporter, 16 h. inhibition, % at 4 µM. 0.33% of 330,000 active; in the data active means inhibition above about 35%
The depositor's hits bear a star; / = not tested or not shown. Unless noted, no stated cut-off is given here; in the data, active means inhibition above about 50%; inactive means the rest.

SMILES	Gli-Sufu antag	Apaf-1 inh	Jurkat NFkB inh	UBC13 polyUb	SENP7 block	HKDC1 inhibitor	SENP8 block	697 NFkB inh
O=C(CSc1nnnn1-c1ccc(O)cc1)c1cc2ccccc2o1	10.6	-1.0	-1.5	-1.1	12.6	1.4	-10.0	-22.5
CCOC(=O)CCNC(=O)c1ccccc1Br	-1.0	-0.5	-11.2	-1.2	7.6	-5.0	0.3	-1.9
COc1ccc(-c2nc(-c3ccccc3)c(-c3cccs3)[nH]2)cc1OC	3.1	-373.1	-13.4	-0.6	-7.1	17.1	-4.5	-7.8
O=C(COc1ccc(Br)cc1CO)Nc1ccc(F)cc1	-7.4	8.4	-16.8	-2.3	-6.2	-11.9	-10.5	3.9
CCO/C(C)=C1\C(=O)Nc2ccccc21	6.9	-8.5	-0.2	-1.0	-3.0	-6.0	-1.4	10.9
Cc1nnc(SCc2nnc(-c3cccs3)o2)n1Cc1ccccc1	-3.7	0.6	-1.1	-21.0	-0.5	-8.2	-5.8	-18.6
COc1cc2c(cc1OC)C(C)N(C(=O)c1nccnc1C(=O)O)CC2 (configuration not stated)	6.8	-4.9	-7.8	-4.6	13.2	-1.9	-16.7	-2.5
COc1ccc2c(c1OC)C(=O)OC2C/C(=N\NC(N)=O)c1ccccc1 (configuration not stated)	6.6	-0.9	-3.2	-4.9	-3.3	-11.2	-3.3	9.9
CC(C)c1ccc(/C=N/n2cnnc2)cc1	2.6	-11.3	-15.3	-6.7	6.3	5.3	-7.9	-26.1
O=C(O)c1cc2ncc(CCO)cn2n1	4.2	1.4	-24.7	15.8	-5.9	-0.9	-1.7	-10.0
COCCCN1C(=O)CC(C(=O)OC)=C1C	-5.9	-0.6	9.4	1.4	2.7	-7.8	-5.2	3.5
Cc1cc(OCC(F)(F)C(F)(F)C(F)(F)C(F)F)nc(N)n1	-15.8	2.5	-8.8	3.3	9.0	3.4	-8.1	-11.2
Cc1cc(C)n2cc(CSc3nnnn3C)nc2n1	-2.2	-15.3	2.9	15.7	2.2	-4.6	2.7	10.9
COc1ccc2oc(C(=O)N(C)Cc3ccc4c(c3)OCCO4)c(C)c2c1	-3.7	30.6	-6.4	8.7	6.7	-1.2	-2.9	-11.5
CCC(C)NC(=O)c1ccc(Cl)c(S(=O)(=O)Nc2ccccc2N2CCOCC2)c1 (configuration not stated)	0.3	10.3	8.1	6.6	3.5	3.0	-1.2	18.3
CC1CCCCC1NC(=O)COC(=O)CCC(=O)c1cccs1 (configuration not stated)	-1.8	6.0	-16.7	2.3	9.1	-4.3	-1.2	13.8
COc1ccc(C2c3ccc4ccccc4c3Oc3ncn(CCN4CCOCC4)c(=N)c32)cc1 (configuration not stated)	-2.6	24.3	-11.6	4.4	-5.4	1.7	-13.1	-7.2
COc1ccccc1Nc1nnc(SCC(=O)Nc2nc(-c3ccc(F)cc3)cs2)s1	-17.3	8.1	-7.5	-13.8	2.7	-12.1	-3.2	-14.5
Cc1c(Cl)cccc1NC(=O)CNc1ccccc1F	-15.0	4.3	8.3	5.0	-0.5	-5.0	-1.1	-24.8
CC/C(=N\NS(C)(=O)=O)c1ccccc1	11.5	3.2	-1.8	-20.2	-12.5	-2.9	0.8	-10.7
CSc1nc(O)c(C(c2ccc(C)cc2)c2c(O)nc(SC)[nH]c2=O)c(=O)[nH]1	-4.0	2.0	4.5	-4.9	0.4	-2.6	3.3	13.6
Cc1cc(NC(=O)c2nn(C)c(C)c2[N+](=O)[O-])no1	2.5	-2.0	-4.3	-1.5	-3.4	-9.1	-17.2	4.5
CC(=O)c1cccc(NC(=O)C(C)OC(=O)c2ccc3ncsc3c2)c1 (configuration not stated)	-13.4	-2.7	13.7	8.9	5.7	2.1	-5.6	-8.0
Cc1ccc(NC(=S)NC(=O)C2CCCC2)c(Br)c1	-33.1	17.4	-131.6	-2.5	-37.5	0.6	-9.6	-189.6
Cc1cc(C)c(S(=O)(=O)N2CCCCC2CCNC(=O)C(=O)NCCN2CCOCC2)c(C)c1 (configuration not stated)	21.3	3.1	-2.7	-0.6	0.5	-3.0	0.4	25.0

The results go on.
SMILES	Gli-Sufu antag	Apaf-1 inh	Jurkat NFkB inh	UBC13 polyUb	SENP7 block	HKDC1 inhibitor	SENP8 block	697 NFkB inh
COc1ccccc1NC(=O)CC1SC(=N)N(c2ccccc2)C1=O (configuration not stated)	-2.4	-6.5	-5.6	1.5	4.4	-6.5	3.7	25.9
CCCn1c(NCc2c[nH]c3ccccc23)nc2ccccc21	-4.5	14.6	-16.7	15.3	-6.5	3.4	-6.5	-9.1
Cc1ccc(S(=O)(=O)NC(=S)c2ccccc2)cc1	-5.5	0.7	9.2	-14.8	-0.5	-0.8	-8.3	22.2
CCN(CC)c1ccc2cc(C(=O)O)c(=O)oc2c1	-1.3	-0.7	-5.1	2.7	-5.6	-0.5	-8.3	-30.5
O=C(COC(=O)CCSc1ccc(Cl)cc1)NCc1ccccc1	1.4	0.9	16.1	7.6	11.3	-5.1	-2.4	13.9
O=S(=O)(c1ccc(S(=O)(=O)N2CCN3CCCC3C2)cc1)N1CCCC1 (configuration not stated)	-2.7	-12.5	6.4	2.4	1.6	-9.2	1.9	12.3
CCC(C)C(NS(=O)(=O)c1ccc(C)cc1)C(=O)Oc1ccc2c3c(c(=O)oc2c1)CCC3 (configuration not stated)	1.1	8.2	6.0	1.4	-8.1	-1.7	0.0	17.7
C=CCn1c(NC(=O)c2ccc(Br)o2)c(C(=O)OCC)sc1=S	24.0	4.8	-1.5	2.9	-3.4	-6.6	0.6	-11.5
CCOc1ccc(N2CC(C(=O)NC(C)C)CC2=O)cc1 (configuration not stated)	-13.2	14.2	0.2	-6.4	-6.9	0.8	-9.5	-9.2
COc1cccc(/C=N/Nc2ncnc3scc(-c4ccccc4)c23)c1O	88.1*	11.8	73.1*	-17.1	-9.4	31.0	-8.6	-19.9
CCC(=O)NC(=S)Nc1ccc(Cl)cn1	-7.0	-7.3	1.7	7.1	-11.0	-0.6	-16.6	-6.3
O=C(c1ccc2c3n(nc2c1)-c1ccccc1CO3)N1CCOCC1	-72.3	-7.7	-99.9	-7.9	94.6*	-3.0	86.6*	-92.9
COc1ccc(C2=NO[C@@H]3C(=O)N(c4ccc5c(c4)OCCO5)C(=O)[C@H]23)cc1OC	11.7	1.7	15.6	-1.5	3.8	12.7	-4.0	16.4
CCN(CC(=O)Nc1c(F)cccc1F)C(=O)C1=COCCO1	-0.9	-4.5	-13.6	1.0	3.7	-6.7	-2.3	11.4
COc1ccc(CNC(=O)CCC(=O)Nc2nnc(C(C)C)s2)cc1	-0.8	-12.7	11.7	2.9	-5.1	-4.0	-5.2	6.5
O=C(c1ccccc1)N1CCN(C(=O)c2ccc3c(c2)OCO3)CC1	-11.7	-7.7	-5.6	1.6	-3.2	-7.5	-2.7	12.3
Cc1nc([N+](=O)[O-])c(C(=O)OCc2ccccc2C#N)n1C	-3.7	-1.8	-2.8	4.0	-0.4	2.8	4.5	21.2
CCCCn1c(N)c(N(CCC(C)C)C(=O)CSc2nnc3ccccn23)c(=O)[nH]c1=O	-3.6	7.8	-10.9	-1.1	-6.7	-9.1	-7.3	2.3
CC(OC(=O)c1ccc2ncsc2c1)C(=O)N(C)C1CCCCC1 (configuration not stated)	8.1	8.3	-2.8	0.7	6.5	3.9	1.7	-12.4
COc1ccc(/C=N/NC(=O)c2cccnc2)cc1CSc1ccccn1	-2.1	-4.4	37.5	-0.9	-3.9	3.1	-4.2	-1.3
CCOc1cc(C(=O)CCC(=O)OCC(=O)NC(=O)NCC(C)C)ccc1O	-3.5	-8.2	-1.7	6.6	-5.5	-4.0	0.1	-4.0
COc1ccc(Cl)cc1NC(=S)N1CCN(C(=O)c2ccco2)CC1	3.2	-0.4	-6.5	4.9	6.9	-20.8	0.2	-1.0
O=C(c1ccc2c(c1)OCO2)N1CCN=C1SCc1cccnc1	1.5	-9.6	12.7	8.4	4.2	-5.1	1.7	10.6
CCCOc1ccc(NC(=O)CC2C(=O)Nc3ccccc3N2CC(=O)N2CCCC2)cc1 (configuration not stated)	-1.6	0.5	-14.9	10.7	-6.2	-0.9	-4.4	15.4
COc1cc(/C(C)=N/NC(=O)c2cccc(S(=O)(=O)N3CCCC3)c2)cc(OC)c1OC	-2.7	8.0	-10.9	-4.5	3.4	3.0	6.0	10.1

Nine neighbouring records from above, quoted:
SMILES	Gli-Sufu antag	Apaf-1 inh	Jurkat NFkB inh	UBC13 polyUb	SENP7 block	HKDC1 inhibitor	SENP8 block	697 NFkB inh
Cc1nc([N+](=O)[O-])c(C(=O)OCc2ccccc2C#N)n1C	-3.7	-1.8	-2.8	4.0	-0.4	2.8	4.5	21.2
CCCCn1c(N)c(N(CCC(C)C)C(=O)CSc2nnc3ccccn23)c(=O)[nH]c1=O	-3.6	7.8	-10.9	-1.1	-6.7	-9.1	-7.3	2.3
CC(OC(=O)c1ccc2ncsc2c1)C(=O)N(C)C1CCCCC1 (configuration not stated)	8.1	8.3	-2.8	0.7	6.5	3.9	1.7	-12.4
COc1ccc(/C=N/NC(=O)c2cccnc2)cc1CSc1ccccn1	-2.1	-4.4	37.5	-0.9	-3.9	3.1	-4.2	-1.3
CCOc1cc(C(=O)CCC(=O)OCC(=O)NC(=O)NCC(C)C)ccc1O	-3.5	-8.2	-1.7	6.6	-5.5	-4.0	0.1	-4.0
COc1ccc(Cl)cc1NC(=S)N1CCN(C(=O)c2ccco2)CC1	3.2	-0.4	-6.5	4.9	6.9	-20.8	0.2	-1.0
O=C(c1ccc2c(c1)OCO2)N1CCN=C1SCc1cccnc1	1.5	-9.6	12.7	8.4	4.2	-5.1	1.7	10.6
CCCOc1ccc(NC(=O)CC2C(=O)Nc3ccccc3N2CC(=O)N2CCCC2)cc1 (configuration not stated)	-1.6	0.5	-14.9	10.7	-6.2	-0.9	-4.4	15.4
COc1cc(/C(C)=N/NC(=O)c2cccc(S(=O)(=O)N3CCCC3)c2)cc(OC)c1OC	-2.7	8.0	-10.9	-4.5	3.4	3.0	6.0	10.1

The list goes on.
SMILES	Gli-Sufu antag	Apaf-1 inh	Jurkat NFkB inh	UBC13 polyUb	SENP7 block	HKDC1 inhibitor	SENP8 block	697 NFkB inh
COc1ccc(CN(CCC(C)C)S(=O)(=O)c2ccccc2Br)cc1	-6.6	33.2	/	/	0.8	1.5	/	14.0
O=C(Nc1ccc2c(c1)N(S(=O)(=O)c1cccs1)CCC2)c1c(F)cccc1Cl	7.9	11.7	-7.4	6.4	-1.1	9.9	-9.3	10.3
O=C(COC(=O)C12CC3CC(CC(C3)C1)C2)Nc1ccc2[nH]c(=O)[nH]c2c1	-6.2	-4.2	14.0	5.6	-2.5	-2.8	4.2	1.2
COc1cc(OC)c2c(-c3cccc(-c4sccc4C(C)=O)c3)cc(=O)oc2c1	67.1*	19.3	/	/	11.2	25.4	/	-8.5
Cc1ccsc1/C=N/NC(=O)C(N)=O	-29.1	-5.2	-8.6	-6.5	8.8	3.3	4.0	-25.0
O=C(NC1CCCC1)C(c1cccnc1)N(CCc1ccccc1)C(=O)c1ccco1 (configuration not stated)	5.9	1.6	-17.7	-0.6	-2.1	-3.9	-5.7	10.4
CCCCNC(=S)Nc1ccc2nc3n(c(=O)c2c1)CCCCC3	-14.8	10.8	-6.4	-3.3	-11.9	-9.8	-12.4	-13.9
CC(=O)Nc1ccc(NC(=O)CSc2nc3c(=O)n(C)c(=O)n(C)c3n2C)cc1	-13.4	5.6	-11.4	-6.5	6.3	-4.1	-9.0	-41.1
CCCCCN=C(N)N/N=C/c1c[nH]c2ccc(OC)cc12	31.0	78.2*	99.6*	107.1*	8.3	5.1	-10.4	-12.6
Cc1ccccc1NC(=O)COC(=O)C1=COCCO1	-11.5	-8.2	-1.7	4.0	-7.0	-3.4	1.2	8.5
CC(C)N(CCO)C(=O)CCc1nnc(Cc2cccc(C(F)(F)F)c2)o1	-11.6	3.0	-6.1	-13.2	-5.7	-4.7	-8.3	-1.2
CC(=O)N(Cc1ccccc1C)c1cccc(C)c1C	5.2	9.6	9.3	4.8	3.5	-5.0	0.6	11.9
COc1ccc(F)cc1CN1CCN(CC(=O)N2CCc3ccccc32)CC1	7.8	-10.6	9.5	9.0	-1.8	-1.6	7.0	12.7
O=C(NCCCN1CCCC1)Nc1ccc(F)cc1	45.0	-1.1	11.5	3.3	3.2	-1.0	6.5	6.1
CCCOC(=O)c1c(-c2ccccc2)nc(CC)c(C(=O)SCC)c1CCC	-20.8	2.8	2.1	0.5	-2.8	-0.4	6.5	1.0
